Screens as filed in PubChem.
KDM4E inh: inhibitors of human JMJD2E histone demethylase | B2RXH2 | JMJD2E catalytic domain, FDH-coupled NADH fluorescence (FDH is formaldehyde dehydrogenase) | Potency, µM (top dose mostly 57.1 µM), inactives show at the highest dose activity change, negative = inhibition, hits mostly inhibitors | hit rate 1.6% among 230,000 | AID 2147; active means well fitted inhibition curve with a large enough effect, not every such curve was filed as active; inconclusive means small, poorly fitted or top-dose-only effect, or another doubt; inactive means no such curve, though single readings can be large or run the other way;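 further: 0% = wells with enzyme and -100% = buffer wells without enzyme; nearly all actives have a fitted effect of over 50% in size; many of its hits are not listed in these tables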
RECQ1 helicase: inhibitors of human RECQ1 DNA helicase; RECQ1 DNA unwinding, red fluorescence kinetic read; Potency, µM (highest dose often 57.3 µM), without a hit: at the highest dose activity, negative = inhibition, actives largely listed as inhibitors; hit rate 0.54% among 240,000;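 further: plate controls were vehicle for no effect and no enzyme for full effect; nearly all actives have a fitted effect of over 30% in size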
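RECQ1T1 50 nM; forked duplex (20 bp + 30-nt ss tails) 200 nM, ATP 2 mM final; pH 8.0, 2 mM MgCl2, 2.5 ug/ml poly(dI-dC); 15 min compound preincubation; discontinuous kinetic read over 2 h at RT.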
L3MBTL1 inh: blocks human L3MBTL1. Potency, µM (titrated, usually from 57.1 µM), for inactives: at the highest dose activity, negative = inhibition, usual class: inhibitors. AID 485360. Q9Y468. hit rate 0.66% among 230,000. AlphaScreen L3MBTL1–H3K9me1 peptide binding; further: on the % scale 0 is the no-effect control and ±100 the full control effect; nearly all actives have a fitted effect of over 60% in size
Target sequence (Q9Y468 whole entry, looked up): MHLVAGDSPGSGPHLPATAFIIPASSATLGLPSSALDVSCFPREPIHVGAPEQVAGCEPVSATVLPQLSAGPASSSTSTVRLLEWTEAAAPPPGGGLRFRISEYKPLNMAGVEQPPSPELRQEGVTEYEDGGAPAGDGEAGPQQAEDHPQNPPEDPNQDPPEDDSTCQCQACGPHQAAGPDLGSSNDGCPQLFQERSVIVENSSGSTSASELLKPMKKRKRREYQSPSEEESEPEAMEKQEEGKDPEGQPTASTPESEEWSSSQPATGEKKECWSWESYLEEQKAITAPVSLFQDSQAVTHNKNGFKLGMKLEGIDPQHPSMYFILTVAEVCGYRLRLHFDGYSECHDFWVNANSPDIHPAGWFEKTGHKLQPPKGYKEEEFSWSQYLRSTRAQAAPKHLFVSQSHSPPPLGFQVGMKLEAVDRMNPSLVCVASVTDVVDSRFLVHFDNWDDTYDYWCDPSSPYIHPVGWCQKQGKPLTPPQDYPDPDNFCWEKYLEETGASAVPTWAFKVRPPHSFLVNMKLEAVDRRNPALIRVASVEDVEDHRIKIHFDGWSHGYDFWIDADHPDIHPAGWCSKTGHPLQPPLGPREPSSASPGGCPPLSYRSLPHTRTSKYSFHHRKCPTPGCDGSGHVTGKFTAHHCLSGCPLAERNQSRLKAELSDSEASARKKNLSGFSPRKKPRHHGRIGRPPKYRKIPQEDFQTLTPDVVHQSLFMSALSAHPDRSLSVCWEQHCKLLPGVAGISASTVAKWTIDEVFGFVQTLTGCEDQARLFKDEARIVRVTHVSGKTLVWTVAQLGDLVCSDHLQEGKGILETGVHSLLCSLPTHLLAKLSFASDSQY
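First, the protein-peptide complex forms for 30 min at room temperature (L3MBTL1 50 nM, biotinylated H3K9me1 peptide 75 nM). Next, compounds are pin-transferred and incubated 30 min. Finally, AlphaScreen beads are added and read after 30 min.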
KinaseGlo FLuc: blocks Kinase-Glo luciferase, a counter-screen artifact; Kinase-Glo luciferase, ATP luminescence, 8 min; Potency, µM (top dose mostly 38.3 µM), for the others: at the top dose activity change, negative = inhibition, hits mostly inhibitors; hit rate 0.28% among 200,000; Q27757; further: on the % scale 0 is the no-effect control and ±100 the full control effect; nearly all actives have a fitted effect of over 60% in size
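Luminescence was the read-out, taken after 8-minute incubation at ambient temperature. Luciferase turned over luciferin with 10 uM ATP in imidazole pH 7.2 buffer containing KCl, MgCl2, Tween 20 and BSA.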
ALDH1A1 block: blocks purified human ALDH1A1 activity | Purified ALDH1A1, NADH fluorescence, propionaldehyde substrate | Potency, µM (series often up to 75.3 µM), without a hit: at the top dose activity, negative = inhibition, usual class: inhibitors | hit rate 7.3% among 220,000; active means well fitted inhibition curve with a large enough effect, not every such curve was filed as active; inconclusive means small, poorly fitted or top-dose-only effect, or another doubt; inactive means no such curve, though single readings can be large or run the other way;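 further: plate controls were no enzyme wells and a reference inhibitor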
SMN2 splice enh: enhancers of SMN2 splice variant expression; HEK293 SMN2-luciferase splicing reporter, luminescence, 30-36 h; Potency, µM (series often up to 46.1 µM), for the others: top-dose activity change, positive = activation, most hits filed as activators; hit rate 2.8% among 210,000; further: % of control where 0% means no effect; nearly all actives have a fitted effect of over 55% in size
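qHTS luciferase splicing reporter: luminescence rises when SMN2 exon 7 is included in transfected HEK293 cells. Compound exposure lasted 30-36 h at 37C, with 4.5 mM final sodium butyrate as control, followed by a ONE-Glo read.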
Tau ThT inhib: blocks human tau fibril formation measured by thioflavin T; AID 1460; P10636; hit rate 2.1% among 270,000; recombinant tau K18 P301L (four-repeat tau fragment), heparin-induced fibrillization, ThT fluorescence; Potency, µM (top dose mostly 57.4 µM), for the others: top-dose activity, negative = inhibition, most hits filed as inhibitors; further: on the % scale 0 is the no-effect control and ±100 the full control effect; nearly all actives have a fitted effect of over 55% in size
Target sequence (P10636 561-689 P618L limits assumed): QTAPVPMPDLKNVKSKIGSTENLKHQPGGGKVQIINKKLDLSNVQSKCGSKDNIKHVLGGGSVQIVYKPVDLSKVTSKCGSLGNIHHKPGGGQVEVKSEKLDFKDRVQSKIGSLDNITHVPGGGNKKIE
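Heparin-induced (20 uM) aggregation of recombinant human K18 P301L tau, 15 uM unlabeled with 0.24 uM labeled, pH 7 acetate buffer, 6 hr at 37 C with compound. Fibrils quantified by 30 uM ThT fluorescence after 1 hr ambient incubation.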
Lamin A splicing: LMNA splicing modulation. hit rate 0.01% among 200,000. AID 1487. Potency, µM (highest dose often 46.1 µM), for the others: at the highest dose ratio change, negative = inhibition, usual class: inhibitors. HeLa LMNA splicing GFP/RFP minigene ratio, 48 h; active means well fitted inhibition curve with a large enough effect in the signal ratio, with a control signal flat, not every such curve was filed as active; inconclusive means small, poorly fitted or top-dose-only effect, or effect the other way, or a change in a side signal; the % refers to the signal ratio; further: on the % scale 0 is the no-effect control and ±100 the full control effect
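S3 HeLa cells stably expressing lamin A-EGFP splicing minigene plus DsRed2, 600 cells/well, 48 h compound exposure at 37C. Laser-scanning cytometry; analysed as GFP (500-530 nm)/RFP (575-640 nm) total intensity ratio; 0.5% DMSO vehicle.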
The depositor's hits bear a star; i = inactive; ? = inconclusive; · = no result given; [ ] = remark or other dose. Unless noted, the call rests on the fitted dose curve; in most records, active means well fitted curve in the direction sought with a large enough effect; inconclusive means small, poorly fitted or top-dose-only effect, or another doubt; inactive means no such curve, though single readings can be large; an effect the other way counts as inactive or inconclusive. Potency means the concentration at half of the fitted maximal effect.

SMILES	KDM4E inh	RECQ1 helicase	L3MBTL1 inh	KinaseGlo FLuc	ALDH1A1 block	SMN2 splice enh	Tau ThT inhib	Lamin A splicing
Cc1c(N=Cc2ccncc2)c(=O)n(-c2ccccc2)n1C	?	0.0%	-4.8%	4.0%	?	5.1%	-4.9%	-6.4%
Cc1ccc(OC(=O)Nc2ccccc2)cc1	5.7%	i	-4.5%	-13.6%	-0.4%	13.9%	-2.6%	7.1%[46 µM]
COCCN(C(=O)CCC(=O)Nc1ccccn1)C(C(=O)NC1CCCC1)c1ccc(OC)cc1 (configuration not stated)	6.3%	0.8%	2.7%	2.0%	2.3%	-6.1%	-6.0%	-4.3%
CCCC(=O)NC(c1ccc(OCC)cc1)c1ccc(OC)c(OC)c1 (configuration not stated)	15.0%	-8.1%	8.0%	·	·	·	-8.2%	·
Cc1nn(Cc2ccccc2)c(Cl)c1/C=N/NC(=O)CNc1cccc(C(F)(F)F)c1	9.3%	-11.8%	4.5%	-0.2%	2.9%	-8.7%[1.84 µM]	-2.5%	?
C#C[C@@]1(O)CCC2C3CCc4cc(O)ccc4C3CC[C@@]21C (some centres not stated)	2.5%	-4.0%	·	-2.6%	13.9%	4.6%	-15.4%	·
O=C(NCCCCO)C(F)(F)C(F)(F)C(F)(F)C(=O)NCCCCO	7.0%	-1.6%	3.3%	-5.7%	6.5%	2.2%	-6.0%	5.9%
CCN(C1CCS(=O)(=O)C1)S(=O)(=O)c1cccc([N+](=O)[O-])c1 (configuration not stated)	-10.2%	-5.9%	17.3%	-0.9%	-11.6%	·	-7.1%	-10.9%[46 µM]
O=C(Cn1nc(C(=O)O)c2ccccc2c1=O)c1c[nH]c2ccccc12	-7.1%	-13.8%	-3.8%	·	·	·	-17.6%	·
Cc1ccccc1OCC(=O)NCCN(C)C	1.8%	-8.9%	1.2%	2.8%	-2.7%	5.8%	2.7%	5.7%
COCc1[nH]nc2c1C1(CCSCC1)C(C#N)=C(N)O2	-4.9%	-2.0%	-0.9%	0.4%	15.0%	1.3%	-4.0%	-6.1%
Cc1cccc(-n2ncc3c(NCc4ccc5c(c4)OCO5)ncnc32)c1	?	-9.8%	·	-0.1%	?	-1.3%	12.5%	6.4%
CCN(CC)S(=O)(=O)c1ccc(-c2nnc(SCC(=O)c3ccc(OC)cc3)o2)cc1	2.8%	-2.0%	5.0%	-1.1%	0.355µM*	-13.1%	1.0%	5.0%
Cc1ccc(CC2CC(=O)N(c3ccncc3)C2=O)cc1 (configuration not stated)	-1.2%	i	1.0%	2.0%	-14.2%	-3.1%	-3.1%	-6.1%
CCOCC(=O)Nc1cccc(NC(C)=O)c1	4.5%	i	1.9%[11.4 µM]	1.7%	5.3%	22.3%	4.8%	-7.1%
COc1cccc(C2=CC(c3ccc(N(C)C)cc3)n3ncnc3N2)c1 (configuration not stated)	?	i	29.2%	-0.4%	10µM*	-1.3%	-11.5%	-4.2%
CN1CCN(S(=O)(=O)c2cccc(C(=O)O)c2)CC1	-7.2%	-2.5%	·	·	5.2%	·	-2.8%	·
COc1ccccc1S(=O)(=O)Nc1cccc(-c2nnc3n2CCCCC3)c1	2.8%	i	0.3%	5.9%	10.8%	-3.4%	0.7%	0.2%
CCOc1cc(-c2nc(C)c(C(C)=O)n2O)ccc1OCC(=O)Nc1ccc(F)cc1	-3.7%	i	17.1%	2.0%	-1.9%	-4.7%	?	18.4%[46 µM]
CC(=O)c1cccc(NC(=O)/C(=C\c2cccnc2)NC(=O)c2ccco2)c1	4.8%	2.9%	6.1%	1.3%	6.3%	3.9%	2.7%	·
O=C(c1cc2n(n1)C(C(F)(F)F)CC(c1ccco1)N2)N1CCc2ccccc2C1 (configuration not stated)	0.1%	i	22.9%[11.4 µM]	-1.1%	?	16.5%	-8.0%	-8.5%
COC(=O)Cc1cc(=O)n2[nH]c(C(F)(F)F)nc2n1	?	1.2%	-8.8%	1.3%	8.3%	9.0%	-10.1%	-8.2%[0.0737 µM]
Cc1ccc(-c2nnc(CCC(=O)NCc3csc(C)n3)o2)s1	-11.6%	-0.4%	6.3%	·	·	·	-7.0%	·
CCN1CCCC1CNC(=O)Cn1cc2c(n1)CCC(C)C2 (configuration not stated)	0.7%	i	0.4%	-2.0%	6.1%	6.0%	1.8%	-6.1%
C=CCN1C(=O)/C(=C\c2ccc(OC(=O)c3ccco3)c(OC)c2)SC1=S	-4.1%	-9.5%	·	0.3%	0.224µM*	-40.5%[inhibitor]	?	·

Arranged by count of non-hydrogen atoms (low to high): 7 of the compounds above
SMILES	KDM4E inh	RECQ1 helicase	L3MBTL1 inh	KinaseGlo FLuc	ALDH1A1 block	SMN2 splice enh	Tau ThT inhib	Lamin A splicing
Cc1ccc(OC(=O)Nc2ccccc2)cc1	5.7%	i	-4.5%	-13.6%	-0.4%	13.9%	-2.6%	7.1%[46 µM]
CN1CCN(S(=O)(=O)c2cccc(C(=O)O)c2)CC1	-7.2%	-2.5%	·	·	5.2%	·	-2.8%	·
Cc1ccc(CC2CC(=O)N(c3ccncc3)C2=O)cc1 (configuration not stated)	-1.2%	i	1.0%	2.0%	-14.2%	-3.1%	-3.1%	-6.1%
CCN(C1CCS(=O)(=O)C1)S(=O)(=O)c1cccc([N+](=O)[O-])c1 (configuration not stated)	-10.2%	-5.9%	17.3%	-0.9%	-11.6%	·	-7.1%	-10.9%[46 µM]
COc1ccccc1S(=O)(=O)Nc1cccc(-c2nnc3n2CCCCC3)c1	2.8%	i	0.3%	5.9%	10.8%	-3.4%	0.7%	0.2%
CCOc1cc(-c2nc(C)c(C(C)=O)n2O)ccc1OCC(=O)Nc1ccc(F)cc1	-3.7%	i	17.1%	2.0%	-1.9%	-4.7%	?	18.4%[46 µM]
COCCN(C(=O)CCC(=O)Nc1ccccn1)C(C(=O)NC1CCCC1)c1ccc(OC)cc1 (configuration not stated)	6.3%	0.8%	2.7%	2.0%	2.3%	-6.1%	-6.0%	-4.3%

(more compounds)
SMILES	KDM4E inh	RECQ1 helicase	L3MBTL1 inh	KinaseGlo FLuc	ALDH1A1 block	SMN2 splice enh	Tau ThT inhib	Lamin A splicing
O=C(O)c1ccc2nc(CO)[nH]c2c1	0.5%	-1.0%	·	-4.2%	-1.3%	-11.6%	-4.7%	4.9%
O=C(NCCSc1c[nH]c2ccccc12)c1ccco1	0.6%	4.4%	?	-1.6%	-1.9%	8.2%	-16.0%	-17.3%
CC(Nc1cc(N2CCN(S(=O)(=O)N(C)C)CC2)ccc1[N+](=O)[O-])c1ccccc1 (configuration not stated)	5.4%	-16.3%	-13.8%	0.8%	?	-6.4%	?	·
CSCCC(NC(N)=O)C(=O)NCc1ccccc1Cl (configuration not stated)	3.5%	-2.4%	·	0.6%	-1.5%	26.0%	-10.1%	-1.1%
CCCCC(CC)C(=O)Nc1cccc(SC)c1 (configuration not stated)	5.8%	-3.2%	24.6%	-0.7%	4.3%	·	-0.9%	9.5%[46 µM]
CCOC(=O)C1(C)NC(c2ccco2)C2C(=O)N(c3ccc(C)cc3)C(=O)C21 (configuration not stated)	7.4%	0.8%	2.9%	0.8%	1.9%	-7.8%	-8.1%	-3.5%
CC(C)CCNC(=O)NC(=O)COC(=O)/C=C/c1cc(Br)ccc1F	0.0%	-2.5%	·	-0.3%	-4.5%	-3.5%	7.3%	?
CC(=O)N1CSCC1C(=O)N1CCN(c2ccc(N3CCOCC3)nn2)CC1 (configuration not stated)	?	-0.7%	·	0.3%	?	4.5%	-11.3%	1.8%
Cc1cc(O)c(C(C)C)cc1NC(=O)c1cccc(Cl)c1	0.8%	-9.9%	0.6%	2.2%	-11.9%	-27.9%	-10.1%	-0.9%[0.0737 µM]
COc1ccccc1CC(NC(C)=O)C(=O)N1CCN(C(=O)c2cccs2)CC1 (configuration not stated)	3.1%	-6.3%	3.1%	2.7%	-0.2%	-1.2%	1.2%	-11.3%
CC(C)C(=O)Nc1cccc(-c2nc3ccccc3c(=O)o2)c1	-17.3%	-1.8%	-1.1%	0.5%	?	-2.6%	-4.5%	-4.3%
Cc1ccc(S(=O)(=O)N2CCOCC2)cc1NC(=O)COC(=O)c1ccc2c(c1)OCCO2	-9.6%	i	-11.5%	-0.3%	-11.9%	-3.5%	-1.4%	-10.6%[46 µM]
COc1ccc(S(=O)(=O)NCc2ccc(C(=O)NCc3cccnc3)cc2)cc1	-5.5%	i	5.7%	-1.2%	3.7%	-11.7%	-0.5%	-27.5%[46 µM]
COc1ccc(-c2ccc3c(N)c(C(=O)NC(C)C)sc3n2)cc1OC	?	-8.2%	29.4%	·	·	·	10µM*	·
COC(=O)c1ccc2c(=O)[nH]c(CCl)nc2c1	-21.3%	-3.2%	4.5%	-2.7%	-3.0%	-6.9%	-1.4%	?
CNS(=O)(=O)c1ccc(NC(=O)C2CC(=O)N(c3ccc(Cl)cc3)C2)cc1 (configuration not stated)	-2.8%	-1.8%	-0.5%	-0.6%	5.5%	-33.1%[inhibitor]	8.7%	-1.4%[9.22 µM]
CCOC(=O)/C(=N/Nc1ccc(OC)cc1)Sc1nnc(CCc2ccccc2)n1-c1ccccc1	-11.3%	-2.7%	-5.8%	1.4%	?	10.6%	-15.6%	?
CO/N=C(/CNC(=O)c1ccccc1Cl)c1ccc(Cl)cc1	-4.8%	-2.1%	0.3%	-1.4%	-3.9%	6.2%	1.0%	5.2%
O=C(Cc1ccccc1)N1CCN(c2ncccn2)CC1	-7.2%	-5.8%	·	10.0%	-1.7%	-4.2%	-6.2%	17.6%[46 µM]
COc1ccc(C2Nc3ccccc3C(=O)N2c2ccc(C)cc2)cc1Cn1nc(C)c([N+](=O)[O-])c1C (configuration not stated)	-2.3%	-1.7%	-4.1%	·	-0.7%	·	?	1.8%
COc1ccc(OCCOC(=O)c2nc3nccc(C)n3n2)cc1	2.2%	-3.7%	-4.9%	0.1%	?	-0.1%	-5.4%	·

Some of the compounds tested; the hit share may differ from the screen's.
